From PubChem BioAssay
SENP8 inh = inhibitors of human SENP8 protease. purified SENP8, Z-RLRGG-aminoluciferin cleavage, luminescence. inhibition, % at 10 µM. 330,000 compounds, 1.2% hits. AID 2540
SENP7 inh = inhibitors of human SENP7 protease; recombinant SENP7, Z-RLRGG-aminoluciferin luminescence, 40 min; inhibition, % at 5 µM; 330,000 compounds, 1.5% hits;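 active = inhibition above about 50% at the single test dose, limit read from the data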;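 note: plate controls were DMSO with enzyme for no effect and no enzyme buffer wells for full effect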
UBC13 polyUb = human UBC13 polyubiquitination inhibition; UBC13 polyubiquitin chain formation, TR-FRET; inhibition, % at 20 µM; 330,000 compounds, 0.47% hits; in the data active = inhibition above about 45%, passing the limit was not always enough
Target sequence (P61088 whole entry, looked up): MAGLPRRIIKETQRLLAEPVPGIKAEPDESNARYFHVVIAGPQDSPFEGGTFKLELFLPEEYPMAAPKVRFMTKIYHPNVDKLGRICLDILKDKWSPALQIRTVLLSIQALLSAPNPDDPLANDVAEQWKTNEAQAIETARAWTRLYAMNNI
HKDC1 inhibitor = HKDC1 (human) hexokinase inhibition. Q2TB90. recombinant HKDC1, G6PDH/diaphorase resazurin coupled fluorescence. inhibition, % at 20 µM. 340,000 compounds, 0.16% hits. AID 493160;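 active = inhibition above about 35% when tested at 20 µM, limit read from the data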;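 note: plate controls were DMSO wells with enzyme for no effect and DMSO wells lacking enzyme for full effect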
Target sequence (Q2TB90 whole entry, looked up): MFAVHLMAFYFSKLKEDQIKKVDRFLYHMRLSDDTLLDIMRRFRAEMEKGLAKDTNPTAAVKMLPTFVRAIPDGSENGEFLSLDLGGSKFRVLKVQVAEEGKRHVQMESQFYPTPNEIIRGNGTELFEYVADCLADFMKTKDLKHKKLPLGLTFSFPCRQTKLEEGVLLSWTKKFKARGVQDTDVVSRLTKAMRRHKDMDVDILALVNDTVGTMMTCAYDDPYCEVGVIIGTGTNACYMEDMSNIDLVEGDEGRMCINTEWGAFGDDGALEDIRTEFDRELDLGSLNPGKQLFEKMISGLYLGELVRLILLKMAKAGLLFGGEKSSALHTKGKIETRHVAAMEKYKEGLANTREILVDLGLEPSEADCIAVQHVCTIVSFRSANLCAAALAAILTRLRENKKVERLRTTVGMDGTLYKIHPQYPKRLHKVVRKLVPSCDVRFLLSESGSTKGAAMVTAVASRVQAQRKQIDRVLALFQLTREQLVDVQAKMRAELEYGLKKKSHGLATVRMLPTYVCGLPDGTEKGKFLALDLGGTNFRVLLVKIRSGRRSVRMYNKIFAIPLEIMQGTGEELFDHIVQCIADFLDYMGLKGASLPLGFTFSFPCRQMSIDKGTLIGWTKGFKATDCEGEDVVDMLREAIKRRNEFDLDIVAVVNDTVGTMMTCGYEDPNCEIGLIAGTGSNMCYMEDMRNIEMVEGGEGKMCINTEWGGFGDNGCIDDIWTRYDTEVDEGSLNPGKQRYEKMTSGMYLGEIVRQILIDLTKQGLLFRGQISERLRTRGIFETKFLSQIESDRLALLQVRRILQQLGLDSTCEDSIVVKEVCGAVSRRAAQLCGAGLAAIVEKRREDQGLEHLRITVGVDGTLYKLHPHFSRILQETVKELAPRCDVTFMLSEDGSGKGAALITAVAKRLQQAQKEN
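Assay system: recombinant HKDC1 hexokinase; detection: coupled resazurin fluorescence, excitation 525 nm, emission 613 nm; benchmarks: DMSO-plus-enzyme-mix negative control, buffer-substituted positive control; compound dosing: single 20 µM dose; schedule: 90 min at room temperature in dark; also added: glucose plus 1 mM ATP as hexokinase substrates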
Apaf-1 inh = human Apaf-1 inhibition; inhibition, % at 20 µM; reconstituted apoptosome caspase-3 activity, DEVD-Rh110 fluorescence; 330,000 compounds, 0.71% hits; active = inhibition of at least 40% at 20 µM;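 note: plate controls were DMSO wells for no effect and DEVD-CHO caspase inhibitor wells for full effect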
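Material: reconstituted apoptosome with Apaf-1, cytochrome c, caspase-9, procaspase-3, dATP. Technique: Rh110 fluorescence intensity. Buffer or medium: pH 7.5 Hepes buffer with CHAPS, BSA, DTT. Times: 30 min plus 50 min, RT.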
697 NFkB inh = inhibitors of the PMA/ionomycin-induced NF-kB reporter in 697 B cells; 697 B-cell NF-kB luciferase reporter, 16 h; inhibition, % at 4 µM; 330,000 compounds, 0.33% hits; AID 435022; in the data active = inhibition above about 35%
Jurkat NFkB inh = lowers PMA/ionomycin-induced NF-kB signal in Jurkat cells. PMA/ionomycin-induced NF-kB luciferase reporter, luminescence. inhibition, % at 4 µM. 330,000 compounds, 0.53% hits. AID 435003
Gli-Sufu block = antagonists of Gli-Sufu signaling. Sufu-KO-LIGHT fibroblasts, Gli luciferase reporter luminescence. inhibition, % at 5 µM. 340,000 compounds, 0.74% hits. AID 588413;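 active = inhibition above about 55%, limit read from the data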;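 note: 0% = DMSO-treated cells and 100% = wells with medium but no cells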
Starred values were filed as active, the others as inactive. Cut-off read from the data, not from the text of the source, unless noted: active = inhibition above about 50%; inactive = the rest.

How did CCn1nc(C)c(CNC(=O)c2cc(COc3ccccc3SC)on2)c1C do in these assays?
SENP8 inh: 6.7; SENP7 inh: 5.3; UBC13 polyUb: -5.9; HKDC1 inhibitor: -3.6; Apaf-1 inh: 8.3; 697 NFkB inh: -24.6; Jurkat NFkB inh: 9.1; Gli-Sufu block: 3.4

What do the screens show for `CNC(=S)NNC(=O)c1noc(C)c1C(=O)N1CCN(C(c2ccccc2)c2ccccc2)CC1`?
SENP8 inh: -7.3; SENP7 inh: 0.5; UBC13 polyUb: -7.2; HKDC1 inhibitor: -4.4; Apaf-1 inh: 2.0; 697 NFkB inh: 13.5; Jurkat NFkB inh: -0.2; Gli-Sufu block: 7.2

Results for COc1cccc(CNC(=O)CN2C(=O)CSc3ccc(S(=O)(=O)N4CCOCC4)cc32)c1 ?
SENP8 inh: -11.3; SENP7 inh: -3.3; UBC13 polyUb: -1.8; HKDC1 inhibitor: -8.1; Apaf-1 inh: -4.2; 697 NFkB inh: -8.4; Jurkat NFkB inh: -2.5; Gli-Sufu block: -10.7

What do the screens show for `Cc1ccc(CCNC(=O)CN(C)S(=O)(=O)c2cnc[nH]2)cc1`?
SENP8 inh: 1.4; SENP7 inh: 7.7; UBC13 polyUb: 1.6; HKDC1 inhibitor: -10.9; Apaf-1 inh: 7.5; 697 NFkB inh: -21.1; Jurkat NFkB inh: -17.2; Gli-Sufu block: -8.8

What do the screens show for `Cc1cc(C)c2c(c1)NC(=O)C2(O)CC(=O)c1cccs1` (stereo not given)?
SENP8 inh: -1.0; SENP7 inh: 7.4; UBC13 polyUb: -11.2; HKDC1 inhibitor: -3.9; Apaf-1 inh: -0.1; 697 NFkB inh: -5.4; Jurkat NFkB inh: 0.7; Gli-Sufu block: -20.6

Results for CCN(CC)c1ccc(NC(=O)c2ccc3c(c2)OCO3)cc1 ?
SENP8 inh: 6.4; SENP7 inh: 7.1; UBC13 polyUb: 2.0; HKDC1 inhibitor: 1.6; Apaf-1 inh: -3.8; 697 NFkB inh: -88.4; Jurkat NFkB inh: -81.2; Gli-Sufu block: -86.6

What do the screens show for `Fc1cccc(NC(=S)NNc2ccccc2)c1`?
SENP8 inh: -4.1; SENP7 inh: 5.4; UBC13 polyUb: -1.2; HKDC1 inhibitor: 0.9; Apaf-1 inh: 3.4; 697 NFkB inh: -25.2; Jurkat NFkB inh: -19.3; Gli-Sufu block: 1.6

Results for CCCC[C@@H]1CNCCN1CCCc1cc(OC)c(OC)c(OC)c1 ?
SENP8 inh: 6.4; SENP7 inh: -5.5; UBC13 polyUb: -3.4; HKDC1 inhibitor: -1.9; Apaf-1 inh: 1.8; 697 NFkB inh: -28.1; Jurkat NFkB inh: -4.3; Gli-Sufu block: -7.6

Results for Cc1onc(-c2c(F)cccc2Cl)c1C(=O)NC(=S)NC1CCS(=O)(=O)C1 (stereo not given) ?
SENP8 inh: -4.1; SENP7 inh: -6.7; UBC13 polyUb: 0.6; HKDC1 inhibitor: -2.3; Apaf-1 inh: -11.7; 697 NFkB inh: -8.4; Jurkat NFkB inh: 12.1; Gli-Sufu block: 6.4

What do the screens show for `COc1ccc(/C=C2\SC(=O)N(CCNC(=O)Cn3[nH]c(=O)c4ccccc4c3=O)C2=O)cc1`?
SENP8 inh: 7.6; SENP7 inh: -2.8; UBC13 polyUb: -16.5; HKDC1 inhibitor: -5.1; Apaf-1 inh: 8.2; 697 NFkB inh: -17.1; Jurkat NFkB inh: 0.7; Gli-Sufu block: 3.6

Results for Cc1cc(C)cc(C(=O)NCC(=O)OCC(=O)NCc2ccco2)c1 ?
SENP8 inh: 2.2; SENP7 inh: 0.5; UBC13 polyUb: 4.1; HKDC1 inhibitor: 13.1; Apaf-1 inh: -5.4; 697 NFkB inh: 4.3; Jurkat NFkB inh: -5.3; Gli-Sufu block: -11.2

What do the screens show for `Cc1ccc(NC2=NC(=S)N(CC#N)C23CCCCC3)cc1`?
SENP8 inh: -0.5; SENP7 inh: 0.9; UBC13 polyUb: 8.3; HKDC1 inhibitor: 2.6; Apaf-1 inh: -4.2; 697 NFkB inh: 21.1; Jurkat NFkB inh: 9.1; Gli-Sufu block: -20.3

What do the screens show for `COc1ccc(-c2noc(N3CCC(C(=O)Nc4ccccc4Cl)CC3)n2)cc1`?
SENP8 inh: 3.7; SENP7 inh: 2.1; UBC13 polyUb: 4.3; HKDC1 inhibitor: -5.5; Apaf-1 inh: 0.3; 697 NFkB inh: 39.1*; Jurkat NFkB inh: 19.7; Gli-Sufu block: 4.8

How did c1ccc(OCc2nnc3n2N=C(c2ccccc2)CS3)cc1 do in these assays?
SENP8 inh: -0.9; SENP7 inh: 8.0; UBC13 polyUb: 9.1; HKDC1 inhibitor: -10.6; Apaf-1 inh: -5.3; 697 NFkB inh: -11.7; Jurkat NFkB inh: -2.4; Gli-Sufu block: 9.1

Results for COC(=O)CSc1nnc(CNC(=O)c2ccc(S(=O)(=O)N3CCOCC3)cc2)n1C ?
SENP8 inh: 0.6; SENP7 inh: -6.5; UBC13 polyUb: -10.3; HKDC1 inhibitor: -5.5; Apaf-1 inh: -6.2; 697 NFkB inh: -5.9; Jurkat NFkB inh: -0.4; Gli-Sufu block: -10.5

Results for CCN1C(=O)S/C(=C/c2cn(C)c3ccccc23)C1=O ?
SENP8 inh: -7.2; SENP7 inh: -3.4; UBC13 polyUb: 3.1; HKDC1 inhibitor: 7.2; Apaf-1 inh: -6.4; 697 NFkB inh: 18.2; Jurkat NFkB inh: 4.7; Gli-Sufu block: -3.8

How did CCCCSc1nnc(-c2ccc(NC(C)=O)cc2)n1C do in these assays?
SENP8 inh: 2.2; SENP7 inh: 1.2; UBC13 polyUb: 0.5; HKDC1 inhibitor: -11.8; Apaf-1 inh: -6.5; 697 NFkB inh: 12.1; Jurkat NFkB inh: -6.1; Gli-Sufu block: 2.5

What do the screens show for `O=C(NCCc1ccc(Cl)cc1)c1ccc(Br)s1`?
SENP8 inh: -12.9; SENP7 inh: -7.9; UBC13 polyUb: 4.7; HKDC1 inhibitor: -6.7; Apaf-1 inh: 1.1; 697 NFkB inh: -81.7; Jurkat NFkB inh: -82.0; Gli-Sufu block: -61.9

What do the screens show for `O=C(N/N=C/C(Br)=C/c1ccccc1)c1ccc([N+](=O)[O-])cc1`?
SENP8 inh: 0.6; SENP7 inh: -0.6; UBC13 polyUb: -4.5; HKDC1 inhibitor: 1.7; Apaf-1 inh: 1.0; 697 NFkB inh: -11.3; Jurkat NFkB inh: 21.0; Gli-Sufu block: 5.6

Results for O=C1[C@@H]2Cc3c([nH]c4ccccc34)CN2C(=O)CN1CCO ?
SENP8 inh: 2.9; SENP7 inh: -0.9; UBC13 polyUb: -0.6; HKDC1 inhibitor: -2.5; Apaf-1 inh: -8.6; 697 NFkB inh: 12.8; Jurkat NFkB inh: 3.1; Gli-Sufu block: -19.2

What do the screens show for `C/C(=N/NC(=O)CN1CCN(S(=O)(=O)c2ccc(Br)cc2)CC1)c1ccncc1`?
SENP8 inh: -2.5; SENP7 inh: 0.6; UBC13 polyUb: 17.8; HKDC1 inhibitor: -7.7; Apaf-1 inh: -21.1; 697 NFkB inh: -11.8; Jurkat NFkB inh: -12.7; Gli-Sufu block: 1.1

How did Cc1ccc(NC(=O)CC(O)(C(F)(F)F)C(F)(F)F)c(Br)c1 do in these assays?
SENP8 inh: 1.2; SENP7 inh: 2.1; UBC13 polyUb: -1.4; HKDC1 inhibitor: -5.3; Apaf-1 inh: -24.2; 697 NFkB inh: 6.0; Jurkat NFkB inh: 1.4; Gli-Sufu block: -2.3

What do the screens show for `CCOC(=O)c1ccccc1N=N/C(C(C)=O)=C(/C)O`?
SENP8 inh: -8.0; SENP7 inh: -4.9; UBC13 polyUb: -7.0; HKDC1 inhibitor: 2.8; Apaf-1 inh: 8.4; 697 NFkB inh: -10.5; Jurkat NFkB inh: -2.6; Gli-Sufu block: -4.5

What do the screens show for `O=C1CN(C(=O)COc2c(Cl)cccc2Cl)c2ccccc2N1`?
SENP8 inh: 4.5; SENP7 inh: -4.7; UBC13 polyUb: -11.3; HKDC1 inhibitor: -4.0; Apaf-1 inh: 4.6; 697 NFkB inh: -0.4; Jurkat NFkB inh: 1.5; Gli-Sufu block: 2.0

How did Cc1ccc(C(=O)Nc2ccn(Cc3ccc(F)cc3)n2)o1 do in these assays?
SENP8 inh: -5.5; SENP7 inh: -2.4; UBC13 polyUb: 3.5; HKDC1 inhibitor: -5.2; Apaf-1 inh: 1.7; 697 NFkB inh: 10.2; Jurkat NFkB inh: -21.0; Gli-Sufu block: -3.2

What do the screens show for `O=C(O)c1cccc(-c2nnn(Cc3ccccc3Cl)n2)c1`?
SENP8 inh: 55.8*; SENP7 inh: 43.0; UBC13 polyUb: -2.5; HKDC1 inhibitor: -2.1; Apaf-1 inh: 1.4; 697 NFkB inh: -20.9; Jurkat NFkB inh: -1.2; Gli-Sufu block: -100.1

How did COc1ccc(-c2cnnc(N/N=C/c3ccc(C)o3)n2)cc1 do in these assays?
SENP8 inh: -16.3; SENP7 inh: -1.7; UBC13 polyUb: -17.9; HKDC1 inhibitor: -3.2; Apaf-1 inh: 0.6; 697 NFkB inh: 1.3; Jurkat NFkB inh: -7.9; Gli-Sufu block: 5.3

What do the screens show for `Cc1oc(-c2ccccc2F)nc1CS(=O)(=O)CC(=O)N1CCc2ccccc21`?
SENP8 inh: 16.5; SENP7 inh: -2.8; UBC13 polyUb: 0.2; HKDC1 inhibitor: -5.8; Apaf-1 inh: 5.2; 697 NFkB inh: -7.2; Jurkat NFkB inh: 21.9; Gli-Sufu block: -11.0

Results for CCOC(=O)/C=C/c1ccccc1S(=O)(=O)NC(C)(C)C ?
SENP8 inh: -6.7; SENP7 inh: -12.1; UBC13 polyUb: 0.6; HKDC1 inhibitor: -4.3; Apaf-1 inh: 2.4; 697 NFkB inh: 8.1; Jurkat NFkB inh: 6.6; Gli-Sufu block: -2.8

How did CCN1C(=O)CSC1=Nc1ccc(OC)cc1 do in these assays?
SENP8 inh: 1.4; SENP7 inh: 4.4; UBC13 polyUb: -2.3; HKDC1 inhibitor: -4.8; Apaf-1 inh: 0.7; 697 NFkB inh: -2.1; Jurkat NFkB inh: -5.0; Gli-Sufu block: 3.5

What do the screens show for `Cc1ccc(C2Nc3cccc4cccc(c34)N2)s1`?
SENP8 inh: -2.1; SENP7 inh: 3.9; UBC13 polyUb: -31.4; HKDC1 inhibitor: 9.3; Apaf-1 inh: 34.9; 697 NFkB inh: -38.5; Jurkat NFkB inh: 0.8; Gli-Sufu block: 22.6

What do the screens show for `CC(Sc1nnc(N)s1)C(=O)NCc1ccc2c(c1)OCO2` (stereo not given)?
SENP8 inh: 0.3; SENP7 inh: 0.5; UBC13 polyUb: 8.4; HKDC1 inhibitor: -9.8; Apaf-1 inh: -2.8; 697 NFkB inh: 17.4; Jurkat NFkB inh: -11.5; Gli-Sufu block: -0.7

What do the screens show for `Cc1cccc(S(=O)(=O)c2c(N)n(-c3ccccc3)c3nc4ccccc4nc23)c1`?
SENP8 inh: 0.8; SENP7 inh: 1.2; UBC13 polyUb: 7.6; HKDC1 inhibitor: 10.3; Apaf-1 inh: 3.2; 697 NFkB inh: -1.7; Jurkat NFkB inh: 11.5; Gli-Sufu block: 3.0

How did CSc1nc2[nH]ncc2c(=O)n1-c1ccccc1 do in these assays?
SENP8 inh: -5.1; SENP7 inh: -14.9; UBC13 polyUb: -5.0; HKDC1 inhibitor: -7.2; Apaf-1 inh: -0.5; 697 NFkB inh: 16.2; Jurkat NFkB inh: -8.5; Gli-Sufu block: 0.4

No new results follow: entries from further up.
What do the screens show for `Cc1cccc(S(=O)(=O)c2c(N)n(-c3ccccc3)c3nc4ccccc4nc23)c1`?
SENP8 inh: 0.8; SENP7 inh: 1.2; UBC13 polyUb: 7.6; HKDC1 inhibitor: 10.3; Apaf-1 inh: 3.2; 697 NFkB inh: -1.7; Jurkat NFkB inh: 11.5; Gli-Sufu block: 3.0

How did CSc1nc2[nH]ncc2c(=O)n1-c1ccccc1 do in these assays?
SENP8 inh: -5.1; SENP7 inh: -14.9; UBC13 polyUb: -5.0; HKDC1 inhibitor: -7.2; Apaf-1 inh: -0.5; 697 NFkB inh: 16.2; Jurkat NFkB inh: -8.5; Gli-Sufu block: 0.4

Outcome played no part in choosing rows (roughly 3.6% active in at least one column).
